Assay outcomes: PubChem BioAssay, National Center for Advancing Translational Sciences (NCATS)
ALOX12 inh = inhibitors of human 12S-lipoxygenase ALOX12; purified 12hLO, xylenol orange hydroperoxide absorbance; Potency, µM (top dose mostly 108 µM), for inactives: at the highest dose activity change, negative = inhibition, most hits filed as inhibitors; actives 1.1% (n = 580,000); further: potency means the concentration at half of the fitted maximal effect; on the % scale 0 is the no-effect control and ±100 the full control effect
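Purified human 12hLO (150 nM final) in 25 mM Hepes, 0.01% Triton X-100, pH 7.0 was preincubated 15 min at room temperature with compound. Then 40 uM arachidonic acid was added, 30 min. Hydroperoxide was read by Fe-XO absorbance ratio 573/405 nm.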
Pol beta inh = blocks human DNA polymerase beta activity; P06746; Potency, µM (highest dose often 114 µM), without a hit: at the top dose activity change, negative = inhibition, hits mostly inhibitors; actives 1.3% (n = 340,000); Pol beta primer extension/strand displacement, fluorescence kinetic; further: potency means the concentration at half of the fitted maximal effect; on the % scale 0 is the no-effect control and ±100 the full control effect
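Pol beta (10 nM) and compounds were preincubated 15 min at room temperature, then 50 nM substrate (final) started primer extension/strand displacement. Reads were taken at 0 and 10 min; concentration-response data were fitted to a four-parameter Hill equation.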
TRHR agonist = TRH receptor (human) agonism | TRHR cells, calcium flux fluo-8, FDSS agonist mode | AID 493084 | actives 0.18% (n = 360,000) | activation, % at 2 µM; in the data active means activation above about 30%; further: 0% is about no effect
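In this calcium-flux screen, cells bearing human TRHR are dye-loaded with fluo-8, baselined for 10 cycles, then exposed to library compounds; positive kinetic calcium responses during the agonist phase mark hits, with TRH as control.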
POLI inh = DNA polymerase iota (human) inhibition. Pol iota fluorescent replication assay, 10 min. Potency, µM (doses to about 115 µM), for the others: top-dose activity, negative = inhibition, usual class: inhibitors. actives 1% (n = 390,000); further: potency means the concentration at half of the fitted maximal effect
Target sequence (Q9UNA4 whole entry, looked up): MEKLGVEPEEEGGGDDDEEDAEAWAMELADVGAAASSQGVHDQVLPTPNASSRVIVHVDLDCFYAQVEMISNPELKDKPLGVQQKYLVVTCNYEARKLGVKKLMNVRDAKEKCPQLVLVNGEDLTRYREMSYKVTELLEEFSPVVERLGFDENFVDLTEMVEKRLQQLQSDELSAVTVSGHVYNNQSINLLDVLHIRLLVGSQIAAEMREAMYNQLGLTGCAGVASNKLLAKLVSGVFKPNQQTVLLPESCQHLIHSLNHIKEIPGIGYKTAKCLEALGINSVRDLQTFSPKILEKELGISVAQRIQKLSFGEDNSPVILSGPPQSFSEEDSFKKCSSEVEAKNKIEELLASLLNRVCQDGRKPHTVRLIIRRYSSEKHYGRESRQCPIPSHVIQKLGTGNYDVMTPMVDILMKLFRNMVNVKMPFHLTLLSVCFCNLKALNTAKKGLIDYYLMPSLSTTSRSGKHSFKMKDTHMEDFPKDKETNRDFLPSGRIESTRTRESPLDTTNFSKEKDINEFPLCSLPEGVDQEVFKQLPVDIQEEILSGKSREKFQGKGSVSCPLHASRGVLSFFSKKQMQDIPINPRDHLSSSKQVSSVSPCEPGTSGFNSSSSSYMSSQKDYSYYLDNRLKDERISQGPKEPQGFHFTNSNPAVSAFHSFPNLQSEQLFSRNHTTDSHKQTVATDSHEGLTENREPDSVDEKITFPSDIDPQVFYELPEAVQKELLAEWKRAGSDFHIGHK
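Pol iota at 10 nM preincubated 15 min with compounds at room temperature; reaction started with fluorescent substrate, 50 nM final. Fluorescence read kinetically at 0 and 10 min; buffer-only wells as negative control.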
Apoferritin bind = binds horse apoferritin like a general anesthetic; apoferritin/1-aminoanthracene competitive binding, fluorescence; Potency, µM (highest dose often 77.5 µM), for the others: at the top dose activity change, negative = displacement, most hits filed as inhibitors; actives 0.074% (n = 350,000); further: potency means the concentration at half of the fitted maximal effect; on the % scale 0 is the no-effect control and ±100 the full control effect; nearly all actives have a fitted effect of over 20% in size
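Probe: 1-aminoanthracene (50% saturated, PBS). Protein: horse-spleen apoferritin, 10 uM. Incubation: 10 min, room temperature. Detection: 380 nm excitation, 535 nm emission. Analysis: normalized response, four-parameter Hill.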
BLM helicase inh = blocks DNA unwinding by human BLM helicase; P54132; recombinant BLM DNA unwinding, fluorescence dequenching; Potency, µM (series often up to 56.1 µM), without a hit: at the top dose activity change, negative = inhibition, actives largely listed as inhibitors; actives 0.2% (n = 350,000);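 further: potency means the concentration at half of the fitted maximal effect; plate controls were vehicle for no effect and no enzyme for full effect; nearly all actives have a fitted effect of over 35% in size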
Pol kappa inh = DNA polymerase kappa (human) inhibition. Q9UBT6. actives 0.53% (n = 400,000). Potency, µM (series often up to 107 µM), inactives show top-dose activity, negative = inhibition, hits mostly inhibitors. AID 588579. purified Pol kappa, fluorescent DNA synthesis assay, 10 min; further: potency means the concentration at half of the fitted maximal effect; on the % scale 0 is the no-effect control and ±100 the full control effect
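10 nM Pol kappa preincubated 15 min at room temperature with compounds, then reaction started with substrate at 50 nM final. Fluorescence read kinetically at 0 and 10 min; buffer-only wells served as negative control.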
APEX1 inh = blocks human APE1 abasic DNA cleavage. P27695. recombinant APE1, TAMRA/BHQ-2 abasic DNA cleavage fluorescence. Potency, µM (series often up to 65.8 µM), inactives show at the highest dose activity change, negative = inhibition, hits mostly inhibitors. actives 0.35% (n = 350,000). AID 2517;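 further: potency means the concentration at half of the fitted maximal effect; plate controls were vehicle for no effect and reference inhibitor for full effect; nearly all actives have a fitted effect of over 55% in size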
Target sequence (P27695 whole entry, looked up): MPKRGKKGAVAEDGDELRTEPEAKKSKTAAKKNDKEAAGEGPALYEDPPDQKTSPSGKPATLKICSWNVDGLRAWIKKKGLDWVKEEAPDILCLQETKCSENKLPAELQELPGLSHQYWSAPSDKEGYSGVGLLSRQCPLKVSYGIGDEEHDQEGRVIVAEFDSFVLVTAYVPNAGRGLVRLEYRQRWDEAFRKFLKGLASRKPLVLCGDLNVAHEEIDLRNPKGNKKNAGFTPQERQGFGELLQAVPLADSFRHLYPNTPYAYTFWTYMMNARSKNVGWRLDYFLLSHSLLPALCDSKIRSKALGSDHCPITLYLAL
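APE1 at 0.75 nM preincubated 15 min at room temperature with compound. Reaction then started with 50 nM double-stranded THF-abasic substrate labelled with TAMRA/BHQ-2, and 525/598 nm fluorescence read kinetically. Activity taken as third-minus-first read difference, normalized to DMSO and NSC13755 controls.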
ERG Ets-DNA blk = inhibitors of human ERG Ets domain-DNA interaction; fluorescence polarization, His-ERG Ets domain / labelled DNA; Potency, µM (series often up to 76.9 µM), without a hit: top-dose FP activity, negative = inhibition, actives largely listed as inhibitors; actives 0.028% (n = 370,000); active means well fitted inhibition curve with a large enough effect in the polarisation, with a control signal flat; inconclusive means small, poorly fitted or top-dose-only effect, or effect the other way, or a change in a side signal; inactive means no such curve, though single readings can be large or run the other way; the % refers to the polarisation;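 further: polarization taken with two DNA probes labelled with fluorescein and Texas red; potency means the concentration at half of the fitted maximal effect; % of control where 0% means no effect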
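His-tagged ERG Ets domain (1 uM in the protein solution; 300mM KCl, 50mM Tris-HCl, 1mM EDTA, 1mM DTT, pH 7.5) received compound, then a probe mix of 5 nM fluorescein-DNA and 100nM Texas-615-DNA. Fluorescence polarization was read for both dyes.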
An asterisk follows results filed as active; & = joins results of further samples; ! = not active in a repeat; [ ] = remark or other dose. Unless noted, the call rests on the fitted dose curve; in most records, active means well fitted curve in the direction sought with a large enough effect; inconclusive means small, poorly fitted or top-dose-only effect, or another doubt; inactive means no such curve, though single readings can be large; an effect the other way counts as inactive or inconclusive. A portion of the library. The share of hits here may be higher or lower than overall.

Start of the data: the first 2 compounds as a preview:
Results for OCCCNC(=S)Nc1ccc(Nc2ccccc2)cc1 ?
ALOX12 inh: inconclusive; Pol beta inh: 56%; TRHR agonist: 0.3; POLI inh: 108%[activator]; Apoferritin bind: -16%; BLM helicase inh: -9%; Pol kappa inh: -3%; APEX1 inh: 2%; ERG Ets-DNA blk: -8%

What do the screens show for `O=C(NCC1CCCCN1)c1cc(OCC(F)(F)F)ccc1OCC(F)(F)F` (stereo not drawn)?
ALOX12 inh: 1.5µM*!; Pol beta inh: 12%; TRHR agonist: -0.7; POLI inh: 21%; Apoferritin bind: -10%; BLM helicase inh: 4%&1%; Pol kappa inh: 12%; APEX1 inh: 6%&-2%&0%&-4%; ERG Ets-DNA blk: -6%

This part in full, previewed entries included:
Results for OCCCNC(=S)Nc1ccc(Nc2ccccc2)cc1 ?
ALOX12 inh: inconclusive; Pol beta inh: 56%; TRHR agonist: 0.3; POLI inh: 108%[activator]; Apoferritin bind: -16%; BLM helicase inh: -9%; Pol kappa inh: -3%; APEX1 inh: 2%; ERG Ets-DNA blk: -8%

What do the screens show for `O=C(NCC1CCCCN1)c1cc(OCC(F)(F)F)ccc1OCC(F)(F)F` (stereo not drawn)?
ALOX12 inh: 1.5µM*!; Pol beta inh: 12%; TRHR agonist: -0.7; POLI inh: 21%; Apoferritin bind: -10%; BLM helicase inh: 4%&1%; Pol kappa inh: 12%; APEX1 inh: 6%&-2%&0%&-4%; ERG Ets-DNA blk: -6%

What do the screens show for `COC(=O)c1ccc(/C=C/C(=O)OCC(=O)c2ccc[nH]2)cc1`?
ALOX12 inh: -12%; POLI inh: 7%; Pol kappa inh: -8%; APEX1 inh: 5%; ERG Ets-DNA blk: 6%

What do the screens show for `O=C1c2ccccc2C(=O)N1CCCC(=O)N1CCCc2ccccc21`?
ALOX12 inh: 17%; Pol beta inh: 9%; TRHR agonist: -1.0; POLI inh: -12%; Apoferritin bind: -1%; BLM helicase inh: -5%; Pol kappa inh: -8%; APEX1 inh: 4%; ERG Ets-DNA blk: -3%

How did COc1cccc(NC(=O)c2nnn(Cc3ccc(Br)cc3F)c2N)c1 do in these assays?
ALOX12 inh: 337%[activator]; Pol beta inh: 0%; TRHR agonist: 5.9; POLI inh: 16%; Apoferritin bind: -4%; BLM helicase inh: 0%; Pol kappa inh: -6%; APEX1 inh: -5%; ERG Ets-DNA blk: -1%

What do the screens show for `CC(C)CNc1oc(-c2ccco2)nc1C#N`?
ALOX12 inh: 24%; Pol beta inh: -29%; TRHR agonist: -0.7; POLI inh: inconclusive; Apoferritin bind: -8%; BLM helicase inh: -2%; Pol kappa inh: 1%; APEX1 inh: 2%; ERG Ets-DNA blk: 2%

Results for CCOC(=O)c1cc(=O)c2ccc(OCc3ccccc3)cc2o1 ?
ALOX12 inh: -19%; Pol beta inh: 7%; TRHR agonist: -0.4; POLI inh: 216%[activator]; Apoferritin bind: 0%; BLM helicase inh: -2%; Pol kappa inh: 3%; APEX1 inh: -9%; ERG Ets-DNA blk: 6%

What do the screens show for `O=C(NCc1ccc(Cl)cc1)c1cccc(S(=O)(=O)N2CCCC2)c1`?
ALOX12 inh: 102%[activator]; TRHR agonist: -0.9; POLI inh: 1%; Pol kappa inh: 10%; APEX1 inh: 22%; ERG Ets-DNA blk: 2%

What do the screens show for `O=C(CCC(=O)c1cccs1)OCC(=O)c1ccc(F)cc1`?
ALOX12 inh: 1%; POLI inh: 88%[activator]; Pol kappa inh: -16%; APEX1 inh: 7%; ERG Ets-DNA blk: 0%

Results for COc1cc(/C=C/C(=O)Nc2nc3ccc(S(=O)(=O)NC(C)C)cc3s2)cc(OC)c1OC ?
ALOX12 inh: 13%; Pol beta inh: 3%; TRHR agonist: 0.3; POLI inh: 9%; Apoferritin bind: -2%; BLM helicase inh: -12%; Pol kappa inh: -5%; APEX1 inh: -4%; ERG Ets-DNA blk: -10%

What do the screens show for `CCCN(CCC)CCNC(=O)c1cc2c(C)nc3ccccc3c2o1`?
ALOX12 inh: 11%; Pol beta inh: 9%; TRHR agonist: 0.0; POLI inh: 6%; Apoferritin bind: -18%; BLM helicase inh: 59%[activator]; Pol kappa inh: -4%; APEX1 inh: -3%; ERG Ets-DNA blk: -2%

How did COc1ccccc1C1C(C(C)=O)=C(C)N=c2s/c(=C\c3cc(OC)c(OC)c(OC)c3)c(=O)n21 (stereo not drawn) do in these assays?
ALOX12 inh: -28%; Pol beta inh: 0%; TRHR agonist: 2.4; POLI inh: 3%; Apoferritin bind: 3%; BLM helicase inh: -4%; Pol kappa inh: -4%; APEX1 inh: 3%; ERG Ets-DNA blk: 4%

What do the screens show for `Cn1c(CSc2nnc(SCc3ccccc3)s2)nc2ccccc21`?
ALOX12 inh: -3%; Pol beta inh: 0%; TRHR agonist: -2.0; POLI inh: inconclusive; Apoferritin bind: inconclusive; BLM helicase inh: 3%; Pol kappa inh: -3%; APEX1 inh: -5%; ERG Ets-DNA blk: -1%

What do the screens show for `Cc1scc(CN2CCN(c3ccccc3F)CC2)c1C`?
ALOX12 inh: inconclusive; Pol beta inh: 0%; TRHR agonist: -0.3; POLI inh: 8%; Apoferritin bind: 2%; BLM helicase inh: -1%; Pol kappa inh: -16%; ERG Ets-DNA blk: -1%

How did COc1ccc(-c2nc3ccc(N4CCCC4)cc3c(=O)[nH]2)cc1OC do in these assays?
ALOX12 inh: 0%; Pol beta inh: 40µM*; TRHR agonist: -1.0; POLI inh: inconclusive; Apoferritin bind: 10%; BLM helicase inh: -5%; Pol kappa inh: -3%; APEX1 inh: 2%; ERG Ets-DNA blk: -8%

Results for Cc1ccc2cn[nH]c2c1[N+](=O)[O-] ?
ALOX12 inh: -1%; Pol beta inh: 0%; TRHR agonist: -0.5; POLI inh: 45%[activator]; Apoferritin bind: -14%; BLM helicase inh: -6%; Pol kappa inh: -1%; APEX1 inh: -6%; ERG Ets-DNA blk: 2%

What do the screens show for `CCc1noc(C)c1C(=O)Nc1cc(Cl)ccc1N1CCCC1`?
ALOX12 inh: 5%; TRHR agonist: -0.8; POLI inh: 1%; Pol kappa inh: 1%; APEX1 inh: -11%; ERG Ets-DNA blk: 10%

Results for COCCNc1nc(-c2ccccc2)nc2c1oc1ccccc12 ?
ALOX12 inh: inconclusive; Pol beta inh: inconclusive; TRHR agonist: 0.3; POLI inh: inconclusive; Apoferritin bind: -6%; BLM helicase inh: -5%; Pol kappa inh: -1%; APEX1 inh: 11%; ERG Ets-DNA blk: 8%

What do the screens show for `O=C(O)C1CC=C(Cl)CC1C(=O)NC1CCCCC1` (stereo not drawn)?
Pol beta inh: inconclusive; TRHR agonist: 0.3; POLI inh: 11%; Apoferritin bind: -1%; BLM helicase inh: -1%; Pol kappa inh: 8%; APEX1 inh: -8%; ERG Ets-DNA blk: -3%

What do the screens show for `CCS(=O)(=O)N1Cc2ccccc2CC1C(=O)N1CCN(c2cccc(C)c2C)CC1` (stereo not drawn)?
ALOX12 inh: -55%; Pol beta inh: 29%; TRHR agonist: -0.4; POLI inh: 1%; Apoferritin bind: -12%; BLM helicase inh: -12%; Pol kappa inh: -25%; APEX1 inh: -8%; ERG Ets-DNA blk: 1%

Results for COc1cccc(C(=O)COC(=O)CCC(=O)NC2CCCCC2)c1 ?
ALOX12 inh: -2%; Pol beta inh: 2%; TRHR agonist: -0.7; POLI inh: 1%; Apoferritin bind: -22%; BLM helicase inh: -1%; Pol kappa inh: 1%; APEX1 inh: 4%; ERG Ets-DNA blk: -10%

What do the screens show for `NC(=O)CSc1ccc(-c2ccc(F)cc2)nn1`?
ALOX12 inh: -9%; Pol beta inh: 10%; TRHR agonist: -0.9; POLI inh: 12%; Apoferritin bind: -6%; BLM helicase inh: 4%; Pol kappa inh: -6%; APEX1 inh: 4%; ERG Ets-DNA blk: 12%

What do the screens show for `O=C(CCn1cccc1)Nc1ccc(OC(F)(F)F)cc1`?
ALOX12 inh: -13%; Pol beta inh: 1%; TRHR agonist: -0.2; POLI inh: 20%; Apoferritin bind: -13%; BLM helicase inh: -16%; Pol kappa inh: -3%; APEX1 inh: 7%; ERG Ets-DNA blk: 0%

How did CCN1/C(=C/C(=O)c2ccco2)Sc2ccccc21 do in these assays?
ALOX12 inh: -27%; Pol beta inh: inconclusive; TRHR agonist: -0.5; POLI inh: inconclusive; Apoferritin bind: -24%; BLM helicase inh: -3%; Pol kappa inh: -14%; APEX1 inh: -3%; ERG Ets-DNA blk: 2%

What do the screens show for `COc1cccc(CNC(=O)CCC2CCCN(C(=O)c3cc(C)on3)C2)c1` (stereo not drawn)?
ALOX12 inh: 0%; Pol beta inh: 0%; TRHR agonist: -1.1; POLI inh: 5%; Apoferritin bind: -5%; BLM helicase inh: -4%; Pol kappa inh: 5%; APEX1 inh: -1%; ERG Ets-DNA blk: -3%

How did CCN1CN(Cc2ccco2)CNC1=S do in these assays?
ALOX12 inh: -17%; Pol beta inh: 2%; TRHR agonist: -0.1; POLI inh: 141%[activator]; Apoferritin bind: 1%; BLM helicase inh: -2%; Pol kappa inh: -18%; APEX1 inh: 23%; ERG Ets-DNA blk: 2%

Results for Cc1ccc(S[C@@H](CCN2CC[C@H](O)CCC2=O)c2ccccc2)cc1 ?
ALOX12 inh: 35µM*; Pol beta inh: 1%; TRHR agonist: -0.1; POLI inh: 11%&13%; Apoferritin bind: -10%; BLM helicase inh: 1%; Pol kappa inh: -5%&-5%; APEX1 inh: 14%; ERG Ets-DNA blk: -9%
